Pf growth 96h = inhibits malaria parasite growth, 96 h; P. falciparum luciferase reporter growth, 96 h; Potency, µM (titrated, usually from 28.7 µM), for inactives: at the top dose activity change, negative = inhibition, hits mostly inhibitors; 6.9% of 320,000 active
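Luminescence readout: decreased luciferase signal marks inhibited growth of reporter-expressing P. falciparum in infected red cells (2% hematocrit, 0.05% parasitemia final), exposed to compound two generations (96 h, 37 C, 5% CO2).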
LmPK inhibitor = inhibitors of Leishmania mexicana pyruvate kinase. purified LmPK, Kinase-Glo ATP luminescence, 1 h. Q27686. 0.37% of 290,000 active. Potency, µM (top dose mostly 57.5 µM), without a hit: top-dose activity change, negative = inhibition, actives largely listed as inhibitors
Target sequence (Q27686 whole entry, looked up): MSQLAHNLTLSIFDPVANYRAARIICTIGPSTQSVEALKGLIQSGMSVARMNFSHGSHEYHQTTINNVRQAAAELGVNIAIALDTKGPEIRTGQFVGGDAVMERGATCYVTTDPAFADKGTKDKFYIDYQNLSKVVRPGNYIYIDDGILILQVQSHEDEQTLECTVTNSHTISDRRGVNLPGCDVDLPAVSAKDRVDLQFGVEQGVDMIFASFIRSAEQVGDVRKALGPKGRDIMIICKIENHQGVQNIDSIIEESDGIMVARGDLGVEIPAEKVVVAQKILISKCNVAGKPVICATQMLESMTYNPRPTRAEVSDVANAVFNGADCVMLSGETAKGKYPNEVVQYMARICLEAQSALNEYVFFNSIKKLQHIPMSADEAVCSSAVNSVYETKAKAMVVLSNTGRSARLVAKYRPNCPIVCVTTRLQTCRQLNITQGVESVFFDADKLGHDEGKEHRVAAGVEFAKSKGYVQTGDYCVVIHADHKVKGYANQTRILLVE
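Kinase-Glo luminescence read after 1 h RT reaction of 0.1 nM LmPK with 0.5 mM PEP and 0.1 mM ADP. Activity scaled between uninhibited and enzyme-free controls.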
HCV inh = inhibitors of hepatitis C virus infection. Huh7.5.1 HCVcc-Cre infection, luciferase reporter, 44 h. Potency, µM (titrated, usually from 41.8 µM), for the others: at the top dose activity change, negative = inhibition, hits mostly inhibitors. 3.4% of 340,000 active. AID 651820
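Cells (1,000/well) were plated 4 h before compound, then infected with HCVcc-Cre virus (~0.5 moi). After 44 h further culture, infection was read as luciferase luminescence following a 15 min substrate incubation at room temperature.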
TbPYK inhibitor = inhibitors of Trypanosoma brucei pyruvate kinase; TbPYK enzyme, Kinase-Glo Plus ATP luminescence, 45 min; AID 624173; Potency, µM (doses to about 76.8 µM), for inactives: at the top dose activity, negative = inhibition, actives largely listed as inhibitors; Q57TT1; 0.12% of 410,000 active; further: nearly all actives have a fitted effect of over 50% in size
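T. brucei PYK with substrate was exposed to pin-transferred compounds across a concentration series, then started with 130 uM ADP (final). After 45 min at room temperature, Kinase-Glo Plus luminescence was read, normalized and curve-fitted.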
Sm TGR inh = inhibitors of Schistosoma mansoni thioredoxin glutathione reductase | 3% of 360,000 active | AID 485364 | purified TGR, DTNB reduction, TNB absorbance 405 nm | Potency, µM (doses to about 114 µM), for inactives: at the highest dose activity change, negative = inhibition, hits mostly inhibitors; further: nearly all actives have a fitted effect of over 60% in size
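Kinetic colorimetric format: TGR-catalysed, NADPH-driven DTNB reduction monitored via TNB absorbance. Enzyme dispensed at 20 nM; compound exposure 15 min at room temperature before reaction start.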
Pf growth 48h = P. falciparum growth inhibition at 48 hours (one generation); P. falciparum luciferase growth in erythrocytes, 48 h; Potency, µM (series often up to 28.7 µM), for inactives: top-dose activity change, negative = inhibition, actives largely listed as inhibitors; 5.9% of 310,000 active; AID 504832
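Luciferase-expressing parasites in RBCs, 2% Hct / 0.1% parasitemia final; RPMI 1640 + 0.5% Albumax; 37 C, 5% CO2, one generation; luminescence read-out, lower signal = inhibition.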
* marks the source's active call; other numbers are inactive results; ? = inconclusive; · = not tested or not shown; & = joins results of further samples; [ ] = remark or other dose. The call rests on the fitted dose curve; in most records, active means well fitted curve in the direction sought with a large enough effect; inconclusive means small, poorly fitted or top-dose-only effect, or another doubt; inactive means no such curve, though single readings can be large; an effect the other way counts as inactive or inconclusive. On the % scale 0 is the no-effect control and ±100 the full control effect; potency means the concentration at half of the fitted maximal effect.

SMILES	Pf growth 96h	LmPK inhibitor	HCV inh	TbPYK inhibitor	Sm TGR inh	Pf growth 48h
CCOc1cc(C2C(C(=O)O)c3cc(OCC)c(OCC)cc3C(=O)N2C)ccc1O (stereo not given)	12µM*	-3%	3%&11%	0%	-23%	-7%
O=S1(=O)CCC(NC(=S)Nc2ccc(Cl)cc2)C1 (stereo not given)	0%	-2%	5%	-18%	?	3%
CCN1C(=NCC(C)C)N[C@@H](c2cccc(F)c2)C(C(=O)OC)=C1C	5%&47%	-6%&-5%	1%	-15%	-33%&-2%	?
Cc1nn(C)cc1CNC(=O)C1C2CCC(O2)C1C(=O)O (stereo not given)	0%	1%	·	·	5%	1%
Cc1nc2nc(-c3ccccc3)cc(=O)n2[nH]1	·	-11%	0%	-7%	10%	12%
Nc1ncc2c(n1)-c1ccccc1CC2	39%[activator]	7%	3%	-9%	14%	3.7µM*
COc1cccc(C(=O)OC(C)C(=O)Nc2ccc3c(c2)OCO3)c1 (stereo not given)	19%	·	?	0%	?	2%
C#CC[N+](C)(C)CC#Cc1ccc(C)cc1	?	-5%	-1%	4%	3%	1.9µM*
Cc1ccsc1C(=O)NNC(=O)c1ccncc1	29%	·	?	0%	-2%	22%
O=C(COC(=O)C1CC2C=CC1C2)NCCc1ccccc1 (stereo not given)	-9%	0%	6%	-12%	4%	22%
CCOc1ccc(C(C(=O)NC2CCCCC2)N(C(=O)c2csnn2)C2CC2)cc1 (stereo not given)	57%[activator]	5%	7%	3%	-7%	?
COC(=O)CNC(=O)c1ccc2c(c1)S(=O)(=O)c1ccccc1C2=O	?	-4%	-12%	-3%	0%	7%
Cc1ccc(CN2CCSc3ccc(C(=O)N4CCC5(CC4)OCCO5)cc32)cc1	?	5%	-22%	-14%	-37%	?
COc1cc(C(=O)Nc2ccc(C(=O)c3cccs3)cc2)cc(OC)c1OC	9.3µM*	-2%	?	4%	-11%	?
[O-][n+]1onc2c1CCc1nnccc1-2	59%[activator]	-8%	11%	2%	2%	-27%
O=C(CCC(=O)N1CCC2(CC1)OCCO2)Nc1nnc(C(F)(F)F)s1	-1%	-6%	10%	-17%	0%	-15%
Clc1ccc(CN2CCN(c3ccccc3)CC2)cn1	?	-4%	-4%	4%	7%	30%
O=C(Nc1nncs1)c1ccccc1Br	?	-2%	0%	-13%	9%	11%
O=[N+]([O-])c1ccc(C2[C@H]3C(c4ccccc4)=NC4(CCCC4)N23)cc1 (stereo not given in full)	?	1%	-1%	6%	-15%	5%
NS(=O)(=O)c1ccc(CCNC(=O)c2ccc3c(c2)N(Cc2ccccc2)CCS3)cc1	111%[activator]	-2%	-12%	0%	-20%	?
O=C(O)C1CCN(C(=O)NC2CCCCC2)CC1	84%[activator]	-8%	18%	7%	-27%	·
C/C(=N\NC(=S)Nc1ccccc1C)C1Cc2ccccc2C(=O)O1 (stereo not given)	12%	2%	8%	-8%	-29%	?
Cc1c(NC(=O)C(C)OC(=O)COc2ccc(C#N)cc2)c(=O)n(-c2ccccc2)n1C (stereo not given)	20%	·	-4%	-8%	1%	11%
CCCCn1c(N)c(N(CCOC)C(=O)COC(=O)c2cc(CCC)c(C)s2)c(=O)[nH]c1=O	?	·	-14%	0%	0%	?
COc1cc(OC)nc(NC(=O)CS(=O)(=O)c2ccccc2)n1	·	0%	12%&-1%	1%	5%	18%
O=C(Cn1c(=O)oc2ccccc21)Nc1ccc(F)cc1	-10%	-1%	14%	-7%	9%	16%
O=C(O)c1ccc(OCCCOc2ccc(C(=O)O)cc2)cc1	-13%	·	·	4%	·	-6%
Cc1ccc(S(=O)(=O)N2CCN(c3cc4c(cc3[N+](=O)[O-])n(C)c(=O)n4C)CC2)cc1	-20%	6%	?	1%	-3%	?
Cc1ccc(S(=O)c2ccc(NC(=O)C3CC3)cc2C#N)cc1 (stereo not given)	-15%	-4%	?	-19%	0%	?
CC(=O)Nc1ccc(C(=O)N2CC(=O)NC(=O)C2)cc1	25%	7%	0%	0%	6%	8%
CCc1n[nH]c(CCN)n1	14%	0%	12%	0%	8%	4%
CC1(C)NC(=O)N(CC(=O)OCC(=O)Nc2sccc2C#N)C1=O	34%[activator]	-6%	6%	-12%	-20%	?
CC(=O)Nc1ccc(S(=O)(=O)NCCCN2CCOCC2)cc1	-63%	-3%	-1%	0%	1%	12%
COC(=O)C(CC(C)C)NC(=O)c1cc(OC)c(OC)c(OC)c1 (stereo not given)	105%[activator]	-1%	3%	-9%	-1%	6%
CCOC(=O)C(CCCP(=O)(c1ccccc1)c1ccccc1)(NC(C)=O)C(=O)OCC	-22%	-8%	-2%	-2%	32%	10%
Cn1c(SCc2c(F)cccc2Cl)nc2c(c1=O)SCC2	13%	5%	-4%	-8%	9%	-20%
CCOc1ccc2c(c1)C(N(CCN1CCOCC1)C(=O)Nc1ccc(OC)cc1OC)CC(C)(C)O2 (stereo not given)	?	0%	-5%	2%	-1%	?
O=[N+]([O-])CC(c1ccccc1)P(=O)(c1ccccc1)c1ccccc1 (stereo not given)	?	3%	3%	0%	0%	-6%
O=C(NCc1ccccn1)c1ccc(=O)oc1	-24%	-4%	-4%	0%	-2%	-1%
CN(CC(=O)Nc1cccc(F)c1)C(=O)c1cc(-c2cccs2)nn1-c1ccccc1	7%	·	11µM*	1%	-14%	-2%

Profiles, looked up by structure:
O=S1(=O)CCC(NC(=S)Nc2ccc(Cl)cc2)C1 (stereo not given) is listed with Pf growth 96h = 0%; LmPK inhibitor = -2%; HCV inh = 5%; TbPYK inhibitor = -18%; Sm TGR inh = ?; Pf growth 48h = 3%
CC1(C)NC(=O)N(CC(=O)OCC(=O)Nc2sccc2C#N)C1=O is listed with Pf growth 96h = 34%[activator]; LmPK inhibitor = -6%; HCV inh = 6%; TbPYK inhibitor = -12%; Sm TGR inh = -20%; Pf growth 48h = ?

Following part
SMILES	Pf growth 96h	LmPK inhibitor	HCV inh	TbPYK inhibitor	Sm TGR inh	Pf growth 48h
COc1ccc(-c2nc3ncccn3c2Nc2ccc3c(c2)OCCO3)cc1	30%	6%	-6%	0%	-12%	?
Cc1ccc(OCCSc2ncnc3nc[nH]c23)cc1	·	1%	?	-7%	-3%	124%[activator]
CCC(=O)Nc1c(-c2cccs2)c(=O)c2ccccc2n1C	·	4%	17%	-4%	0%	13%
O=C(CN1CCN(Cc2ccccc2)CC1)c1ccc(Br)cc1	20%	-3%	-4%	7%	-51%	?
Cc1ccnc(NS(=O)(=O)c2ccc(NC(=O)CCc3ccccc3)cc2)n1	-5%	5%	12%	-3%	-15%	7%
Cc1cccc2cc3c(N)c(C(=O)Nc4ccc(N5CCOCC5)cc4)sc3nc12	?	0%	4µM*	-7%	9%	?
Cc1ccc(N2C(=O)N(CC(=O)N3c4ccccc4CC3C)C(=O)C2C)cc1 (stereo not given)	-6%	·	?	-7%	0%	6%
CCn1cc(S(=O)(=O)CC(=O)Nc2ccc(OC)cc2)c2ccccc21	?	-2%	-4%	-3%	2%	0%
COc1ccc(CN2C(=O)c3cccnc3C2=O)cc1S(=O)(=O)NCc1ccco1	?	1%	-21%	-4%	-18%	49%[activator]
Cc1ccc(-n2cccc2/C=C2\C(=N)N3N=C(C(C)C)SC3=NC2=O)cc1	17%	4%	-6%	1%	7%	?
CCCc1nc2sc3c(c2c(=O)n1NC(=O)c1ccco1)CC(C)(C)OC3	-28%	1%	23%	4%	11µM*	-15%
O=C(CN1C(=O)NC2(CCCc3ccccc32)C1=O)NC1CCCCC1 (stereo not given)	3%	·	8%	-9%	2%	1%
CCCn1c(N)c(N(CCOC)C(=O)CSCC(=O)Nc2ccc(C)cc2)c(=O)[nH]c1=O	-6%	·	5%	0%	4%	2%
CCN(CC)S(=O)(=O)c1ccc2nnn(OCC(=O)Nc3cccc(C#N)c3)c2c1	·	4%	?	5%	4%	?
CCCN(CCC)CCNC(=O)c1cc2c(=O)n(C)c3ccccc3c2n1C	?	-1%	?	1%	50µM*	?
CCN(CC)CCN(C(=O)c1ccc2c(c1)CCCC2)c1nc2ccc(F)cc2s1	?	-3%[11.5 µM]	?	0%	-11%	?
COc1cccc(C(=O)CC(=O)C(=O)Nc2cc(Cl)c(OC)cc2OC)c1	-23%	9%	-19%	-6%	-17%	-5%
O=C(COc1ccccc1)Nc1ccc(C(=O)N2CCCC2)cc1	-29%	-8%	16%	4%	2%	-20%
O=C(c1cncc(Br)c1)N1CCCc2ccccc21	·	-16%	7%	-4%	-4%	-16%
O=C(Nc1ccc(Cl)cc1)N1CC2CC(C1)c1cccc(=O)n1C2 (stereo not given)	29%	-1%	13%	1%	0%	8%

Already shown: four of the compounds above.
SMILES	Pf growth 96h	LmPK inhibitor	HCV inh	TbPYK inhibitor	Sm TGR inh	Pf growth 48h
CCn1cc(S(=O)(=O)CC(=O)Nc2ccc(OC)cc2)c2ccccc21	?	-2%	-4%	-3%	2%	0%
COc1ccc(CN2C(=O)c3cccnc3C2=O)cc1S(=O)(=O)NCc1ccco1	?	1%	-21%	-4%	-18%	49%[activator]
Cc1ccc(-n2cccc2/C=C2\C(=N)N3N=C(C(C)C)SC3=NC2=O)cc1	17%	4%	-6%	1%	7%	?
CCCc1nc2sc3c(c2c(=O)n1NC(=O)c1ccco1)CC(C)(C)OC3	-28%	1%	23%	4%	11µM*	-15%

More results
SMILES	Pf growth 96h	LmPK inhibitor	HCV inh	TbPYK inhibitor	Sm TGR inh	Pf growth 48h
CS(=O)(=O)Nc1ccc(C2=NN(C(=O)c3ccccc3)C(c3cccs3)C2)cc1 (stereo not given)	11%	-1%	-8%	6%	0%	?
Clc1ccccc1Cc1noc(CN2CCN(Cc3ccccn3)CC2)n1	?	0%	-13%	4%	18µM*	-15%
CCOC(=O)C1(CCOc2ccccc2)CCN(Cc2cc(OC)c(O)cc2Cl)CC1	11%	6%	11µM*	2%	-23%	?
OC(COc1ccc(OCC(O)CN2CCCCC2)cc1)CN1CCCCC1 (stereo not given)	-26%	-2%	?	0%	-1%	?
CCN1CCN(c2cc(C)c3cc(NC(=O)Cc4ccc(OC)c(OC)c4)ccc3n2)CC1	2%	11%	?	2%	8%	?
O=c1/c(=C/c2cccc3ccccc23)sc2ncnn12	-3%	3%	5%	-2%	4%	14%
OC(CNCC1(N2CCCCC2)CCCCC1)COc1ccc(Cl)cc1Cl (stereo not given)	?	0%	-22%	2%	-1%	3.3µM*
CN(C)S(=O)(=O)c1cccc(NC(=O)CN2C(=O)NC(Cc3ccccc3)C2=O)c1 (stereo not given)	-21%	·	?	-1%	-6%	-7%
CN(C)S(=O)(=O)N1CCC(CO)(CCc2ccccc2)CC1	-16%	-3%	4%	0%	2%	6%
O=C(/C=C/c1ccc(F)cc1)N1CCN(S(=O)(=O)/C=C/c2ccccc2)CC1	-21%	5%	-1%	2%	0%	-17%
Cc1noc(C)c1/C=N/Nc1ccc2ccccc2n1	356%[activator]	1%	-11%	-3%	-12%	105%[activator]
COc1cc(-c2noc(C)c2C#Cc2nccn2C)cc(OC)c1OC	?	2%	?	-3%	0%	?

Single values from the list:
OC(COc1ccc(OCC(O)CN2CCCCC2)cc1)CN1CCCCC1 (stereo not given) @ Sm TGR inh: -1%
CS(=O)(=O)Nc1ccc(C2=NN(C(=O)c3ccccc3)C(c3cccs3)C2)cc1 (stereo not given) @ Pf growth 96h: 11%
Clc1ccccc1Cc1noc(CN2CCN(Cc3ccccn3)CC2)n1 @ TbPYK inhibitor: 4%
O=C(/C=C/c1ccc(F)cc1)N1CCN(S(=O)(=O)/C=C/c2ccccc2)CC1 @ Pf growth 96h: -21%

Source: PubChem BioAssay
